Screening results deposited in PubChem BioAssay by several laboratories.
CYP2C19 act = human CYP2C19 activators, primary screen, biochemical, luminescence; Cytochrome P450 2C19 (Homo sapiens), P33261; recombinant CYP2C19, luciferin-H EGE luminescence; stronger effect = higher value; 0 = fully inhibited enzyme, 1 = untreated enzyme; activation factor at 5 µM; 96,000 tested, under 10 active; AID 1025, 2008;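 active means activation factor of at least 2 at 5 µM in the primary screen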;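 further: 0 = wells with 2.5 mM tranylcypromine and 1 = vehicle-only wells; values of inactives mirror those of a sister screen read the other way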
HIV Rev-RRE inh = HIV-1 Rev-RRE binding inhibitors, primary screen, biochemical, FRET, protein-RNA interaction. inhibition, % at 8 µM. Rev peptide-RRE RNA binding. AID 704, 2007. 0.79% of 97,000 active. P05866;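 active means inhibition above the screen-wide mean plus 3 SD, cut at about 35% in these data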;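 further: 0% = median DMSO wells and 100% = median Neomycin B control wells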
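Test system: Cy5-tagged RRE RNA duplex with fluorescein-tagged Rev peptide | Read-out: % inhibition of FRET ratio versus controls | Probe or stimulus: Labelled Rev peptide | Incubation: 5 min RNA-compound premix plus 15 min binding step, 25 °C | Technique: FRET fluorescence readout | Benchmarks: DMSO low control, neomycin B high control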
PLAP activator = PLAP enzyme activators, biochemical, luminescence, HTS; Alkaline phosphatase, placental type (Homo sapiens), P05187; purified PLAP enzyme, luminescent substrate read-out; stronger effect = higher value; activation fold at 20 µM; 1.2% of 96,000 active; in the data active means activation fold above about 2
CYP2C19 inhib = blockers of cytochrome P450 2C19 activity – biochemical, luminescence, ADME assay, primary screen. P33261. CYP2C19 Supersomes, luciferin-H EGE luminescence, 30 min. inhibition, % at 5 µM. 21% of 96,000 active. AID 778, 2007;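 active means CYP2C19 inhibition above a set limit at 5 µM in the primary screen, cut at about 50% in these data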;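 further: plate controls were negative control wells for no effect and 2.5 mM tranylcypromine positive control for full effect; values of inactives mirror those of a sister screen read the other way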
CYP2C9 act = human CYP2C9 activators, primary screen, biochemical, luminescence | Cytochrome P450 2C9 (Homo sapiens), P11712 | recombinant CYP2C9, luciferin-H conversion; stronger effect = higher value; factor 1 = untreated enzyme, 0 = blocked | activation factor at 5 µM | 1.4% of 96,000 active | AID 1024, 2008;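 active means activation factor of 2 or more for CYP2C9 at a 5 µM dose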;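 further: 0 = sulfaphenazole-blocked wells and 1 = vehicle-only wells; values of inactives mirror those of a sister screen read the other way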
Target sequence (P11712 whole entry, looked up): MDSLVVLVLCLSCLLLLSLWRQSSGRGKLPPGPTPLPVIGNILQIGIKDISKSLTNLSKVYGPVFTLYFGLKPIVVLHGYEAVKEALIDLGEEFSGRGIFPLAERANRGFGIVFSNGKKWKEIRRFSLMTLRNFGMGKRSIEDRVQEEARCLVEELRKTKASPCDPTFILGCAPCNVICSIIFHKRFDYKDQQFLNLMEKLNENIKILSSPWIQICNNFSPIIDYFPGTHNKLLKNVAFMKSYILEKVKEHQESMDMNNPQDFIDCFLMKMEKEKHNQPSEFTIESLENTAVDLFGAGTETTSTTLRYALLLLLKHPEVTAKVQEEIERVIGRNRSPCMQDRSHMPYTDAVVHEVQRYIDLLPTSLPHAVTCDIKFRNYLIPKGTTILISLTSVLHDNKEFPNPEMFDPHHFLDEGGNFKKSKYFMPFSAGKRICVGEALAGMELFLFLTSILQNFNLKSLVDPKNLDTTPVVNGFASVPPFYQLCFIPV
Plk1 PBD FP = Plk1 polo box domain binding inhibitors, primary screen, biochemical, fluorescence polarization | Serine/threonine-protein kinase PLK1 (Homo sapiens), P53350 | Plk1 PBD phosphopeptide binding | inhibition, %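 (tested at about 20 µM)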 | 0.13% of 97,000 active; in the data active means inhibition above about 34%, passing the limit was not always enough
Target sequence (P53350 whole entry, looked up, the tested form may be a part): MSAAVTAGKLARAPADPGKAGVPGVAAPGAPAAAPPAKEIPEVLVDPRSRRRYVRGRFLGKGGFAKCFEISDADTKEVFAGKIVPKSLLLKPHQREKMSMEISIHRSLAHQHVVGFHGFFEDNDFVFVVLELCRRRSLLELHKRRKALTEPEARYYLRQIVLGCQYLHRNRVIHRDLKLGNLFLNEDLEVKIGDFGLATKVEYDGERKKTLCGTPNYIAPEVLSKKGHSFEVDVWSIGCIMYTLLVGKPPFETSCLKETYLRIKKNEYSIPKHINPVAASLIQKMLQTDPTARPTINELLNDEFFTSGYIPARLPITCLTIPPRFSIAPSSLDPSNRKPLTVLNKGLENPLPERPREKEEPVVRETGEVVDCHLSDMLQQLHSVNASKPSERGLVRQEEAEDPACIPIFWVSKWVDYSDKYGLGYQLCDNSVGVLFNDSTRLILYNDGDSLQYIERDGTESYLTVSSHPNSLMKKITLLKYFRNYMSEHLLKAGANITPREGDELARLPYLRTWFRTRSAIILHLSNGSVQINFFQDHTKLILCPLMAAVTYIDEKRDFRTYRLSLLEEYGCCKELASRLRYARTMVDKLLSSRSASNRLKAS
EphB4 ephrin blk = EphB4-ephrin-B2 interaction antagonists, primary screen, biochemical, TNYL-RAW peptide probe, fluorescence polarization; Ephrin type-B receptor 4 (Homo sapiens), P54760; EphB4 LBD / TNYL-RAW-Alexa532 peptide; inhibition, % at 7 µM; 0.15% of 97,000 active; AID 720, 2007;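 active means inhibition above the screen-wide mean inhibition plus 3 SD, cut at about 15% in these data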;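 further: 0% = DMSO wells and 100% = excess unlabeled TNYL-RAW peptide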
CYP2C9 inhib = blockers of cytochrome P450 2C9 activity – biochemical, luminescence, ADME assay, primary screen. P11712. CYP2C9 Supersomes, luciferin-H conversion. 20% of 96,000 active. inhibition, % at 5 µM. AID 777, 2007;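 active means blocking of liver enzyme CYP2C9 beyond about 50% at 5 µM, limit read from the data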; further: values of inactives mirror those of a sister screen read the other way
PLK1 kinase inh = human PLK1 kinase inhibitors, primary screen, biochemical, TR-FRET | Serine/threonine-protein kinase PLK1 (Homo sapiens), P53350 | recombinant PLK1 kinase, TR-FRET peptide phosphorylation | inhibition, % at 10 µM | 0.53% of 97,000 active | AID 619, 2007;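 active means inhibition of 50% or more in the single-concentration screen; inactive means inhibition below 50%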;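 further: 0% = DMSO max control and 100% = H-89 dihydrochloride min control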
* = called active by the depositor; x = not tested or not shown.

SMILES	CYP2C19 act	HIV Rev-RRE inh	PLAP activator	CYP2C19 inhib	CYP2C9 act	Plk1 PBD FP	EphB4 ephrin blk	CYP2C9 inhib	PLK1 kinase inh
COCCOC(=O)C1=C(C)N(Cc2ccccc2)C(=O)NC1c1cccc(OC)c1OC (stereo unspecified)	0	7	1	99*	0.1	-14	-5	90*	-8
COc1cccc(NS(=O)(=O)CC23CCC(CC2=O)C3(C)C)c1 (stereo unspecified)	0.4	-1	1.1	59*	0.9	-20	2	6	-7
CCn1c(SCC(=O)NCCc2ccc(Cl)cc2)nnc1-c1cccs1	0.2	5	1.2	78*	0.2	-17	6	81*	-12
O=C(NCCCN1CCc2ccccc2C1)C1CCN(c2nnc(-n3cccc3)s2)CC1	0.9	x	1.6	9	0.8	x	x	21	x
Cn1c(=O)c2c(ncn2CC(=O)N2CCN(c3ccccc3)CC2)n(C)c1=O	1	6	1.4	5	0.9	-21	6	7	-5
COc1ccccc1N1CCN(S(=O)(=O)/C=C/c2ccccc2)CC1	0	3	1.8	100*	0.3	2	7	66*	-6
COc1cccc(N2C(=O)CC(N3CCC(C(N)=O)(N4CCCCC4)CC3)C2=O)c1 (stereo unspecified)	x	9	x	x	x	-8	6	x	2
OCCN1CCN(Cc2cc(Br)cc(Br)c2O)CC1	1.3	9	1.1	-26	1.2	18	-2	-16	-1
NC(=O)c1ccc(N2CCCCC2)c(N2C(=O)C3C4C=CC(C4)C3C2=O)c1 (stereo unspecified)	1	2	1.5	1	0.8	13	-7	22	9
COCn1c(=O)c2c(nc(SC3=NCCS3)n2Cc2ccccc2C)n(COC)c1=O	0.6	1	1.4	42	0.6	-1	-4	38	-8

A stretch from the list above:
SMILES	CYP2C19 act	HIV Rev-RRE inh	PLAP activator	CYP2C19 inhib	CYP2C9 act	Plk1 PBD FP	EphB4 ephrin blk	CYP2C9 inhib	PLK1 kinase inh
COc1cccc(NS(=O)(=O)CC23CCC(CC2=O)C3(C)C)c1 (stereo unspecified)	0.4	-1	1.1	59*	0.9	-20	2	6	-7
CCn1c(SCC(=O)NCCc2ccc(Cl)cc2)nnc1-c1cccs1	0.2	5	1.2	78*	0.2	-17	6	81*	-12

More results follow:
SMILES	CYP2C19 act	HIV Rev-RRE inh	PLAP activator	CYP2C19 inhib	CYP2C9 act	Plk1 PBD FP	EphB4 ephrin blk	CYP2C9 inhib	PLK1 kinase inh
COC(=O)c1nn(-c2ccccc2)nc1-c1nn(-c2ccccc2)nc1C(=O)OC	0.4	-2	1.4	61*	0.1	-21	-1	86*	-10
Cc1cc(C)n2nc[n+](C)c2n1	1	5	0.9	2	0.8	15	-5	20	-7
Cc1ccc2c(C)nc(NC3=NCN(Cc4ccccc4)CN3)nc2c1	1	x	1.1	-4	1.1	x	x	-8	x
O=C(NN1C(=O)/C(=C/c2cccnc2)SC1=S)C(c1ccccc1)c1ccccc1	0.6	0	1.5	38	0.2	25	-4	82*	2
CCCC(=Nc1ccc(N)cc1)C1=C(O)C(C(=O)OC)C(C)(C)CC1=O (stereo unspecified)	0.7	2	1	31	0.6	9	0	41	-22
O=C(Cn1nc(Cc2cccnc2)c2ccccc2c1=O)NCc1ccc(F)cc1	0.4	-1	1.3	58*	0.2	-12	-9	83*	-12
CCc1nc(N[C@@H](CC(C)C)C(=O)O)c2oc3ccccc3c2n1	0.8	4	1.2	20	1.1	16	4	-6	-5
CCC/C(O)=C1\C(=O)CC(C)(C)CC1=Nc1ccccc1OC	0.5	x	1.1	46	0.6	x	x	36	x
Cc1ccccc1S(=O)(=O)Cc1ccc(C(=O)NC(C)c2ccc3c(c2)OCCO3)o1 (stereo unspecified)	0	8	1.6	99*	0	-13	0	98*	-2
CC(C(=O)NCc1ccc2c(c1)OCO2)N1c2cccc3cccc(c23)S1(=O)=O (stereo unspecified)	0.2	10	1.2	82*	2.7*	6	10	-166	48
C=CCN1C(=O)c2oc3ccccc3c(=O)c2C1c1ccc(O)c(OC)c1 (stereo unspecified)	0.9	-1	0.9	10	1	-7	7	-1	2
O=C(O)Cn1cc(C(=O)c2cccs2)c2ccccc21	1	10	1.1	1	0.8	-6	4	16	-7
Cc1ccc(C)c(N2CCN(C(=O)CNS(=O)(=O)c3cccs3)CC2)c1	0.5	8	1.7	54*	0.5	21	0	50*	0
O=C1NC(c2ccccc2)C(C(=O)c2cccs2)C(O)(C(F)(F)F)N1 (stereo unspecified)	1	6	1.1	1	1	-19	-1	-1	-10
Cc1cc2ncn(-c3nnnn3-c3ccccc3)c2cc1C	0.7	1	0.8	25	0.7	15	-5	28	-8
CCOc1cccc(NC(=O)C2CC(=O)N(C)C(=Nc3cccc(F)c3)S2)c1 (stereo unspecified)	0.5	13	0.9	51*	0.3	-5	-2	75*	-7
CSC(=NS(=O)(=O)c1ccccc1)SC	0.9	3	0.9	7	1.4	-5	2	-42	-10
Cc1[nH]nc2c1C(c1ccc(OC(=O)c3ccco3)cc1)C(C#N)=C(N)O2 (stereo unspecified)	0.6	-6	0.9	44	0.4	13	5	58*	31
Cc1cc(OC(=O)c2ccc(Cl)cc2)cc(=O)n1C	1.1	2	1.1	-5	0.7	11	2	32	-5
Cc1ccc(Oc2ccc(C(=O)NC3CCSC3=O)cn2)cc1 (stereo unspecified)	1.1	1	1.2	-8	1	-6	-2	3	-7
Fc1ccc(NCc2cn3ccccc3n2)cc1	0.2	2	1	84*	0.7	15	0	29	-11
O=c1c2ccccc2n(Cc2ccc(F)cc2)c(=O)n1C1CCCC1	0.6	x	0.7	36	0.7	x	x	31	x
COc1cc(NC(=O)C2CCCN2S(=O)(=O)c2ccc3c(c2)CCC(=O)N3)cc(OC)c1 (stereo unspecified)	0.9	9	1.6	14	0.4	-6	1	60*	-11
c1ccc(-n2ncc3c(NCc4cccs4)ncnc32)cc1	0.4	x	0.8	60*	0.2	x	x	81*	x
CCCn1c(N)c(C(=O)CN2CCN(S(=O)(=O)c3cccs3)CC2)c(=O)[nH]c1=O	0.9	10	1	10	0.9	-24	6	12	-12
CCN(CC)CCN(Cc1cc2cc(C)ccc2[nH]c1=O)C(=O)Nc1ccccc1OC	0.9	6	1.5	15	0.9	21	1	8	-13
C#CCOC(=O)CCCC(=O)Nc1ccccc1OC	0.6	x	1	43	1.8	x	x	-80	x
CN(C)C(=O)c1cn(-c2ccccc2)nc1-c1cccs1	1.1	8	1	-10	1.1	2	1	-11	-5
Cc1sc2ncnc(SCC(=O)N3CCN(C(=O)c4ccco4)CC3)c2c1C	0.9	x	1.2	11	0.6	x	x	38	x
Cc1oc(C(C)(C)C)cc1C(=O)Nc1ccc(C(=O)O)cc1	1.1	-1	1.1	-9	1.1	-4	-7	-11	-8
Cc1ccc(Nc2nc(C(=O)N3CCC(C(=O)N4CCN(C)CC4)CC3)cs2)cc1	0.2	6	1.6	77*	0.7	-11	6	30	10
Cc1nn(C)c(C(=O)Nc2ccc(S(=O)(=O)NC34CC5CC(CC(C5)C3)C4)cc2)c1Br	x	-2	x	x	x	-10	-4	x	1
Cn1c(=O)oc2cc(S(=O)(=O)N3CCCC(C(=O)N4CCn5c4nc4ccccc45)C3)ccc21 (stereo unspecified)	1.2	x	1	-19	1.1	x	x	-6	x
COc1ccc(OC)c(C(=O)CN2C(=O)NC(C)(c3ccccc3)C2=O)c1 (stereo unspecified)	0	6	1	99*	2*	-26	0	-96	-12
Cn1cnnc1SCc1ccccc1Br	0.7	12	0.7	27	1	8	0	0	-28
COc1ccc(CC(NC(C)=O)C(=O)NC2CCN(C(=O)NCc3ccccc3)CC2)cc1OC (stereo unspecified)	1	3	1.2	-4	0.9	16	4	8	2
CCCc1nc2oc3c(NCCOCCO)ncnc3c2c2c1COC(C)(C)C2	0.6	x	1.4	37	0.5	x	x	46	x
O=S(=O)(NC1CC1)c1cccc(S(=O)(=O)N2CCCC2)c1	0.2	0	1.2	82*	0.9	-9	-3	5	-6
O=C(COc1ccc(/C=N/NC(=O)c2cc3ccccc3o2)cc1Cl)Nc1ccccc1	1.1	-10	1.4	-6	0.7	-4	3	28	-15
COc1ccc(C(CC(=O)c2ccccc2)S(=O)(=O)c2ccc(C)cc2)cc1 (stereo unspecified)	0.7	2	1.1	26	0.9	-22	-2	13	-19
NC(=O)c1ccccc1NC(=O)/C=C/c1c(Cl)cccc1Cl	0.9	1	1.1	5	1.1	-21	1	-9	2
CCCCC(=O)Nc1ccc2oc(-c3ccncc3)nc2c1	0.4	0	0.7	58*	0.4	0	2	63*	-5
CC1=C(C(=O)N2CCCCC2)C(c2cccs2)NC(=O)N1 (stereo unspecified)	1.2	12	1	-16	1.4	5	6	-36	-14
Cc1ccc(C(=O)N2CCN3C(=O)c4ccccc4C23c2ccc(Cl)cc2)cc1 (stereo unspecified)	0.1	16	1.6	86*	0.6	-6	-6	38	1
O=C(O)C1C2C=CC(C2)C1C(=O)Nc1ccc2c(c1)OCCO2 (stereo unspecified)	0.9	6	1	11	1.1	7	2	-6	-7
O=C(O)c1c(F)c(F)c(F)c(F)c1-c1ccc(Cl)cc1	1	8	1	-3	0.9	-30	-2	8	-10
O=C(CNC(=O)c1ccco1)OCC(=O)c1ccc2c(c1)CCCC2	0.9	-1	1	11	1	-33	-15	0	-19
Cc1ccc(C(C(=O)NC(C)(C)C)N(C(=O)c2csnn2)c2cccc(F)c2)o1 (stereo unspecified)	1	4	0.8	1	1.1	27	5	-7	-8
CCOC(=O)c1cnc(-n2nc(C)cc2C)nc1Nc1ccc2c(c1)OCO2	0.9	x	1.1	13	0.7	x	x	35	x

Structures listed so far with two or more sulfur atoms, in the order listed:
SMILES	CYP2C19 act	HIV Rev-RRE inh	PLAP activator	CYP2C19 inhib	CYP2C9 act	Plk1 PBD FP	EphB4 ephrin blk	CYP2C9 inhib	PLK1 kinase inh
CCn1c(SCC(=O)NCCc2ccc(Cl)cc2)nnc1-c1cccs1	0.2	5	1.2	78*	0.2	-17	6	81*	-12
COCn1c(=O)c2c(nc(SC3=NCCS3)n2Cc2ccccc2C)n(COC)c1=O	0.6	1	1.4	42	0.6	-1	-4	38	-8
O=C(NN1C(=O)/C(=C/c2cccnc2)SC1=S)C(c1ccccc1)c1ccccc1	0.6	0	1.5	38	0.2	25	-4	82*	2
Cc1ccc(C)c(N2CCN(C(=O)CNS(=O)(=O)c3cccs3)CC2)c1	0.5	8	1.7	54*	0.5	21	0	50*	0
CSC(=NS(=O)(=O)c1ccccc1)SC	0.9	3	0.9	7	1.4	-5	2	-42	-10
CCCn1c(N)c(C(=O)CN2CCN(S(=O)(=O)c3cccs3)CC2)c(=O)[nH]c1=O	0.9	10	1	10	0.9	-24	6	12	-12
Cc1sc2ncnc(SCC(=O)N3CCN(C(=O)c4ccco4)CC3)c2c1C	0.9	x	1.2	11	0.6	x	x	38	x
O=S(=O)(NC1CC1)c1cccc(S(=O)(=O)N2CCCC2)c1	0.2	0	1.2	82*	0.9	-9	-3	5	-6
